Compound activity from PubChem.
Kir21 block – inhibitors of mouse Kir2.1 inward-rectifier potassium channel. P35561. HEK293-Kir2.1, FluxOR thallium flux fluorescence; hits give low values. B-score at 10 µM. hit rate 0.85% among 310,000;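 active = fluorescence ratio B-score at or below minus 3 SD of library scores, with starting-brightness B-score within 2 SD, cut at about -4.2 in these data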;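 note: channel flux triggered by added potassium and thallium sulfate stimulus; B-score of peak minus minimum fluorescence over baseline after thallium stimulus; more negative B-score means stronger Kir2.1 block with less thallium influx; some compounds called inactive have numbers as strong as hits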
Target sequence (P35561 whole entry, looked up): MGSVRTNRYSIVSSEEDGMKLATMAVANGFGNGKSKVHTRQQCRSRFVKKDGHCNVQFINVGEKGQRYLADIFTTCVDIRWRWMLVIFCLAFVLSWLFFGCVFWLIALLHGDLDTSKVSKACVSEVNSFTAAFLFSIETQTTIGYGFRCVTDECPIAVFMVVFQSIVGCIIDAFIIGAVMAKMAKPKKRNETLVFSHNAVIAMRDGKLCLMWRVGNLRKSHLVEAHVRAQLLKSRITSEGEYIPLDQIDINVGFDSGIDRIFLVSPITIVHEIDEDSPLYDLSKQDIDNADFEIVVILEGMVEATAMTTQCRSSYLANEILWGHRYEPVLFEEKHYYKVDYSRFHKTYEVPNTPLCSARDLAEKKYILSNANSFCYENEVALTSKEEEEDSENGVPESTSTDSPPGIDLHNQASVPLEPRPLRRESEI
CHT block – human CHT choline transport inhibition; hit rate 0.86% among 310,000; Q9GZV3; B-score at 10 µM; AID 488975; CHT-expressing cells, membrane potential dye, choline response; hits give low values;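 active = B-score over 3 SD under the library average, and starting fluorescence ratio not unusually high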;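 note: choline stimulus applied at its EC90 after an EC20 pre-addition; B-score computed on integrated fluorescence ratio after choline addition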
Target sequence (Q9GZV3 whole entry, looked up): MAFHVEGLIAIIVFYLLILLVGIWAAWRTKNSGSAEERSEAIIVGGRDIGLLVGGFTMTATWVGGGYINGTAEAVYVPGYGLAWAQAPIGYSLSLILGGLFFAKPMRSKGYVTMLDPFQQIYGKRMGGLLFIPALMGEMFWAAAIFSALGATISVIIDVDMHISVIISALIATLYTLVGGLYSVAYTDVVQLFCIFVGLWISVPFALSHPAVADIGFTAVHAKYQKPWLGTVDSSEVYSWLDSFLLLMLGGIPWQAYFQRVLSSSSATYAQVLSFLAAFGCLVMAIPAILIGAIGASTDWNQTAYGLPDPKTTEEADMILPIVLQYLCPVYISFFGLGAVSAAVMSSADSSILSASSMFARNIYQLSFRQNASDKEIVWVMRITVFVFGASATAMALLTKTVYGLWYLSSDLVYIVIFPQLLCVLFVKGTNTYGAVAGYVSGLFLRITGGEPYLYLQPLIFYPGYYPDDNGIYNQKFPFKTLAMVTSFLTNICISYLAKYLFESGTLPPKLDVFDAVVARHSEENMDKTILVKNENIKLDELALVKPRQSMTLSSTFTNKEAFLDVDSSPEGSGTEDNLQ
* hit, by the source's call; i = inactive; . = no result given.

Structure	Kir21 block	CHT block
COc1ccc(C(=O)COC(=O)/C=C/c2ccccc2)cc1	1.6	i
COc1cc(/C=C2\SC(=S)N(CC(=O)Nc3ccc(O)cc3)C2=O)cc(OC)c1OC	-0.34	.
CC(C(=O)N1CCCC1)N(c1ccccc1)S(C)(=O)=O (stereo unspecified)	-2.5	i
NS(=O)(=O)c1ccc(CCNC(=O)CN2CCN(c3ccccc3F)CC2)cc1	-0.8	i
Cc1cccc(NC(=O)CSCC(=O)Nc2nnc(C3CC3)s2)c1	-1.8	i
O=C(NCc1ccc(F)cc1)c1cccnc1	0.32	i
COc1ccc([C@H]2/C=C\CN(C(=O)c3ccc(C)cc3)[C@@H](C)C(=O)N2Cc2ccc(F)cc2)cc1	-0.47	i
CN(CC(=O)Nc1cccc(F)c1)C(=O)c1ccc(N2CCCCCC2)c([N+](=O)[O-])c1	-2.4	i
O=C(COC(=O)CCC(=O)c1ccccc1)Nc1nnc(-c2ccccc2)o1	1.1	i
OCC1CCCN(C(=S)NCCc2ccccc2)C1 (stereo unspecified)	-0.77	i
Cc1nn(CCCC(=O)N2CCN(c3ccc(F)cc3)CC2)c(C)c1[N+](=O)[O-]	-0.18	i
C=CCN1C=C2C(=O)C(C)(OC(=O)c3cccs3)C(=O)C=C2C=C1CCCC(=O)OC (stereo unspecified)	-0.36	i
CCNCc1cc([N+](=O)[O-])ccc1OCC	-0.31	i
Cc1c(CN2CCC(n3nccc3NC(=O)c3cccc(F)c3)CC2)cnn1C	0.58	i
COc1ccc(CNC(=O)CN(C(=O)CCC(=O)Nc2nccs2)c2cccc(C)c2)cc1	1.1	i
Cc1ccc(NC(=O)CN2C(=O)C3C4C=CC(C4)C3C2=O)cc1S(=O)(=O)N(C)C (stereo unspecified)	0	i
CC/C(=N/OC(=O)c1cccc(C)c1)C(=O)c1cccs1	1.6	i
COc1cc(-c2nc(-c3ccc(NC(=O)c4ccc5c(c4)OCO5)cc3)no2)cc(OC)c1OC	0.57	i
Fc1ccccc1CNc1nc(-c2cccnc2)nc2ccccc12	0.47	i
N#C/C(=C/c1cn(-c2ccccc2)nc1-c1cccc(S(=O)(=O)N2CCCC2)c1)C(=O)NCc1ccco1	1.2	i
O=C(c1cnn2c(C(F)(F)F)cc(-c3ccc(Br)cc3)nc12)N1CCOCC1	1.2	.
CCCCNc1nc(-c2ccccc2)nc(-n2ccnc2)n1	-0.1	i
CCO[C@H]1OC(C(=O)N2CCN(Cc3ccccc3)CC2)=C[C@@H](c2cn(C(C)=O)c3ccccc23)[C@@H]1CCCO	-0.99	i
CCN(CC)S(=O)(=O)c1ccc(-c2cn3ccc(C)cc3n2)cc1	0.04	i
CCOc1cc(/C=C2\C(=O)N(c3cccc(C(F)(F)F)c3)C(=O)c3ccccc32)ccc1O	0.41	i

Next part, starting with the last two of the part before.
Structure	Kir21 block	CHT block
CCN(CC)S(=O)(=O)c1ccc(-c2cn3ccc(C)cc3n2)cc1	0.04	i
CCOc1cc(/C=C2\C(=O)N(c3cccc(C(F)(F)F)c3)C(=O)c3ccccc32)ccc1O	0.41	i
Cn1c(=O)cc(OCCCC(=O)N2CCN(c3ccccc3)CC2)c2ccccc21	-1.1	i
O=C(Nc1ccc(Cl)cc1-c1nc2ccccc2s1)c1ccco1	0	i
O=C(CSc1nnc(CNC(=O)c2c(F)cccc2F)o1)NCc1ccccc1	-0.18	i
CCOC(=O)c1ccc(Nc2nc(C)cc(C)c2C#N)cc1	0.01	i
Cn1c(N2CCC(C(N)=O)CC2)nc2c1c(=O)n(Cc1ccc(Cl)cc1)c(=O)n2C	1.3	i
CN(c1ccccc1)S(=O)(=O)c1cccc(NC(=O)c2ccc3ncsc3c2)c1	1.4	i
c1ccc(-n2ncc3c(N4CCCC4)ncnc32)cc1	-0.21	i
O=S(=O)(NCc1ccccc1)c1ccc(Cl)c(S(=O)(=O)NCc2ccccc2)c1	-1.1	i
CCOc1ccccc1NS(=O)(=O)c1ccc(Br)s1	-1.2	i
CCN(CC)c1ccc(NC(=O)Nc2ccccc2)cc1	0.66	i
CC(=O)c1nn(-c2cccc(C(F)(F)F)c2)c(=O)[nH]c1=O	1.1	i
CCn1cnc2cc(NCc3ccc(Br)cc3)ccc21	-0.08	i
COc1ccccc1N1CCN(c2nc(N)c(C#N)c(CC#N)c2C#N)CC1	-1	i
Cc1ccc(OCCOc2ccc(Br)cc2)c([N+](=O)[O-])n1	0.89	i
CN(C)CCCN(C(=O)c1ccc(S(=O)(=O)N2CCCCCC2)cc1)c1nc2c(F)cccc2s1	-0.59	i
COC(=O)c1ccc(C2C3=C(Nc4nnnn42)c2ccccc2OC3)cc1 (stereo unspecified)	-3	i
S=C(NCCc1ccccc1)N1CCN(C(c2ccccc2)c2ccccc2)CC1	0.07	i
COc1ccc2c(c1)O[C@@H](c1cccc(C(F)(F)F)c1)[C@H](OC(=O)N[C@H]1CCCc3ccccc31)C2=O	0.74	i
Cc1occc1C(=O)N/N=C/C1=C(N2CCOCC2)C(=C\c2ccc(Cl)cc2Cl)/CC1	-1.2	i
COCC(=O)N/N=C\c1ccccc1OC/C=C/c1ccccc1	-2.9	i
CCN(CC)S(=O)(=O)c1ccc(F)cc1	-1.4	i
O=C(N/N=C/C(Cl)=C\c1ccccc1)c1cccs1	-0.87	i
COC(=O)C1=C(C(=O)OC)C2(OC1c1ccccc1C)C(=O)c1ccccc1C2=O (stereo unspecified)	0.55	i
Cc1ccc(/C([O-])=C(/C(=S)NCc2ccccc2)[n+]2ccccc2)cc1[N+](=O)[O-]	0.81	i
S=C(c1ccc(-c2ccc(Br)cc2)o1)N1CCCCC1	-0.09	i

Next section
Structure	Kir21 block	CHT block
Cc1nc2ccc([N+](=O)[O-])cc2c(=O)n1Cc1ccccc1Br	-1.1	i
O=C(Nc1ccccc1)Nc1ccc2ncoc2c1	-0.1	i
CS(=O)(=O)N1CCN(c2ccnc3cc(Cl)ccc23)CC1	0.72	i
Cc1cc(NCCN2CCOCC2)c2ccc3ccccc3c2n1	-2.2	i
CCCCCn1c(=O)[nH]c2cc(C(=O)N3CCN(c4ccccc4F)CC3)ccc2c1=O	0.15	i
CCOc1cc(NC(=S)NCC2CCCO2)c(OCC)cc1NC(=O)c1ccccc1C (stereo unspecified)	2.2	i
COc1cc2ccccc2cc1C(=O)N(CCN(C)C)c1nc2c(F)cc(F)cc2s1	1.5	i
Cc1ccc(Nc2nnc(SC3CCOC3=O)s2)c(C)c1 (stereo unspecified)	-0.27	i
COc1ccccc1CC(NC(C)=O)C(=O)NC1CCN(C(=O)c2ccc([N+](=O)[O-])cc2)CC1 (stereo unspecified)	1.2	i
COc1cccc(CNC(=O)C(C)n2ccc3cc(S(=O)(=O)N4CCCCCC4)ccc32)c1 (stereo unspecified)	-0.14	i
Cc1cc(C)c2nc(NC(=O)c3cccc(S(=O)(=O)N4CCc5ccccc54)c3)sc2c1	-0.43	i
CC(=O)NCCCc1nc2ccccc2n1Cc1ccc(C)cc1	-0.04	i
Cc1ccc(S(=O)(=O)Nc2cccc(C(=O)N3CCN(c4ccccc4O)CC3)c2)cc1F	-0.01	i
Cc1ccc(CNC(=O)C2CCCN(c3cnccn3)C2)cc1 (stereo unspecified)	-0.31	i
COc1ccnc(N2CCN(c3cccc(C(F)(F)F)c3)CC2)c1C#N	-1	i
CN(C1CCCCC1)S(=O)(=O)c1ccc(NC(=O)CCC(=O)O)cc1	-0.55	i
CN1CCN(Cc2ccc(Sc3ccc(Cl)cc3)c([N+](=O)[O-])c2)CC1	-5.3*	-5.1*
COc1ccc(S(=O)(=O)N(C)CC(=O)N2CCN(C)CC2)cc1C	-0.72	i
O=C(Nc1ccc(-n2cccn2)cc1)C1CCCCN1Cc1cccc2c1OCO2 (stereo unspecified)	2.5	i
Cc1ccc(OS(=O)(=O)c2ccc(N3C(=O)CCC3=O)cc2)cc1	0.51	i
CC1CCCCN1C(=O)CSc1ccc(-c2ccc(F)cc2)nn1 (stereo unspecified)	0.01	i
C=CCNCCOCCOc1ccccc1-c1ccccc1	-7.6	i
O=C(COCc1cc(-c2cccs2)on1)NC1CCCCC1	-0.84	i
CCOC(=O)NN1C(=O)c2ccccc2NC1c1ccc(N(C)C)cc1 (stereo unspecified)	0.17	i
CNc1nc(Sc2ccc(C)cc2)cc(C(F)(F)F)n1	-0.55	i

Records listed above that bear a hit mark in CHT block.
Structure	Kir21 block	CHT block
CN1CCN(Cc2ccc(Sc3ccc(Cl)cc3)c([N+](=O)[O-])c2)CC1	-5.3*	-5.1*

(listing goes on)
Structure	Kir21 block	CHT block
Cc1ccccc1C(=O)NC(=S)Nc1ccc(Oc2ccc(Cl)cc2)cc1	-1.3	i
CN(C)CCCOc1cccc(Oc2ccccc2)c1	-3	i
COC(=O)c1ccc(C)c(NC(=O)CCc2cc(OC)c(OC)c(OC)c2)c1	0.1	i
OC(C#CCN1CCCC1)(c1ccccc1)c1cccc(F)c1 (stereo unspecified)	-0.88	i
O=C(NCCc1ccc(Cl)cc1)c1ccc2nc(N3CCOCC3)sc2c1	0.14	i
O=C1CC(c2cccnc2)c2cc3c(cc2N1)OCO3 (stereo unspecified)	0.17	i
CCSCCOC(=O)C1=C(C)NC(=O)NC1c1ccccc1 (stereo unspecified)	-0.84	i
COc1cc(C(c2c(C)[nH][nH]c2=O)c2c(C)[nH][nH]c2=O)cc(OC)c1OC	0.33	i
CC(C)(C)c1csc(NNC(=O)c2ccc(Cl)cc2)n1	-0.05	i
CN(CCCCCCCCCCN(C)C(=O)Oc1cccc([N+](C)(C)C)c1)C(=O)Oc1cccc([N+](C)(C)C)c1	.	i
Cc1nc(NCC(c2ccccc2)N(C)C)c2c(C)c(C)sc2n1 (stereo unspecified)	0.48	i
O=C(NCc1cccnc1)c1ccccc1NS(=O)(=O)c1ccccc1	-1.9	i
COc1ccc(C(=O)Nc2ccc(O)c3ccccc23)cc1OC	2.1	i
C=CCOc1ccc(/C=C2\SC(N)=NC2=O)cc1OC	1.6	i
CC(C)(O)c1[nH]c2cc(C(F)(F)F)ccc2c1C(C)(C)O	1.4	i
S=C(c1ccc(Br)cc1)N1CCCC1	-0.58	i
COC(=O)c1ccc(CN2CCC(Oc3cccc(C(=O)N4CCOCC4)c3)CC2)cc1	-0.62	i
CCC(C)(C)NC(=O)C(c1ccc(F)cc1)N(Cc1ccco1)C(=O)c1cnccn1 (stereo unspecified)	1.1	i
CC1N(C)c2cc(NC(=O)c3ccco3)c(P(=O)(Nc3ccc([N+](=O)[O-])cc3)N3CCOCC3)cc2C1(C)C (stereo unspecified)	-0.28	i
O=C(Nc1ccc(OC(F)F)cc1)c1cc[n+]([O-])cc1	0.74	i
COc1ccccc1NC(=O)COC(=O)C1CC1	1.5	i
COc1ccc(N2C(=O)N[C@@H](Cc3ccccc3)C2=O)cc1OC	-0.83	i
O=c1oc(-c2cccs2)nc2sc3c(c12)CCC3	0.69	i
O=C(/C=C/c1ccc(F)cc1)Nc1cc(S(=O)(=O)N2CCOCC2)ccc1N1CCCC1	-0.54	i
Cc1c(Cl)c(C(=O)NC2CCCC2)nn1C	-0.88	i

Another view of part of the listing above:
| Kir21 block | CHT block | canonical_smiles |
| --- | --- | --- |
| 0.17 | i | O=C1CC(c2cccnc2)c2cc3c(cc2N1)OCO3 (stereo unspecified) |
| -0.84 | i | CCSCCOC(=O)C1=C(C)NC(=O)NC1c1ccccc1 (stereo unspecified) |
| 0.33 | i | COc1cc(C(c2c(C)[nH][nH]c2=O)c2c(C)[nH][nH]c2=O)cc(OC)c1OC |

The results go on:
Structure	Kir21 block	CHT block
O=C(/C=C/c1ccncc1)c1ccc2c(c1)OCCO2	-4.1	i
O=C(NCCCN1CCCC1=O)Nc1ccc([N+](=O)[O-])cc1	-2.2	i
CNc1nc(SCC(=O)OC)nc(N2CCOCC2)n1	0.46	i
O=C(/C=C/c1ccccc1)NC(=S)Nc1ccccc1O	1.2	i
CC(c1ccccc1)N1C(=O)c2ccc(C(=O)Nc3ccc(Br)cc3C(=O)O)cc2C1=O (stereo unspecified)	-1.1	i
Cc1ccc(NC(=O)C2C3C=CC(O3)C2C(=O)O)cc1C (stereo unspecified)	0.14	i
CCOc1ccc(NC(=O)NCc2cccnc2)cc1	-0.71	i
COC(=O)C(C)Oc1ccc2c(c1)O/C(=C\c1cccc(Br)c1)C2=O (stereo unspecified)	0.02	i
CC1CCCN(C(=O)c2ccccc2OC2CCN(S(C)(=O)=O)CC2)C1 (stereo unspecified)	1.5	i
Cc1ccc(S(=O)(=O)NNC(=O)CCC(=O)Nc2ccccc2)cc1	-0.16	i
COc1cc(O)c(C(CCN2CCCC(C)C2)c2ccc3c(c2)OCO3)c(OC)c1 (stereo unspecified)	-2.6	i
CC1=CC(C)(C)N(S(=O)(=O)c2ccc(C)cc2)c2ccccc21	1.6	i
COc1ccc(NC(=O)C2(N(C(=O)Cn3nnnc3N)c3ccc(OC)cc3)CCCCC2)cc1	-0.46	i
CC(OC(=O)c1cccc(N2C(=O)c3ccccc3C2=O)c1)C(=O)Nc1ccc(N(C)C)cc1 (stereo unspecified)	-0.73	i
CC1Cc2ccccc2N1CC(=O)NC(=O)NC1CCCC1 (stereo unspecified)	0.05	i
CCC(C)NC(=O)c1cc(S(=O)(=O)N2CCCCC2)c[nH]1 (stereo unspecified)	0.18	i
CCN(CCCNC(=O)c1[nH]c(C)c(C(C)=O)c1C)c1ccccc1	0.13	i
